Screening results as filed in PubChem BioAssay.
Vif imaging: HIV Vif inhibition | HEK293T cells, Vif self-association by quenched fluorescence, imaging, 24 h | inhibition, % at 7.49 µM | hit rate 0.35% among 340,000 | AID 602346; in the data active = inhibition above about 50%, passing the limit was not always enough; inconclusive = no clear call, values can overlap the other calls; inactive = below about 31%; note: some results filed as inactive read as strong as hits
TLR9-MyD88 inh: inhibitors of human TLR9-MyD88 binding; CHO BLA complementation TLR9-MyD88, CCF4 FRET ratio; inhibition, % at 4.98 µM; hit rate 0.21% among 340,000; AID 504734;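 active = inhibition above the mean over all tested compounds plus 3 SD, cut at about 21% in these data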;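 note: 0% = DMSO only wells and 100% = clavulanate BLA inhibitor control wells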
Target sequence (Q99836 whole entry, looked up): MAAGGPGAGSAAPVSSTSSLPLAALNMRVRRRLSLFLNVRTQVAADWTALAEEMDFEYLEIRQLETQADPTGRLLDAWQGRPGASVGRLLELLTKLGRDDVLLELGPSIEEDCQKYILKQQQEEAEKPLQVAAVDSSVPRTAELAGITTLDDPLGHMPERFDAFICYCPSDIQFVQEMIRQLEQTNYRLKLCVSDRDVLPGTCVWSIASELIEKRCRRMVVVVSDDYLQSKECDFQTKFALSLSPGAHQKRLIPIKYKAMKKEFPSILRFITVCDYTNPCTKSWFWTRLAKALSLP
Target sequence (Q9NR96 whole entry, looked up): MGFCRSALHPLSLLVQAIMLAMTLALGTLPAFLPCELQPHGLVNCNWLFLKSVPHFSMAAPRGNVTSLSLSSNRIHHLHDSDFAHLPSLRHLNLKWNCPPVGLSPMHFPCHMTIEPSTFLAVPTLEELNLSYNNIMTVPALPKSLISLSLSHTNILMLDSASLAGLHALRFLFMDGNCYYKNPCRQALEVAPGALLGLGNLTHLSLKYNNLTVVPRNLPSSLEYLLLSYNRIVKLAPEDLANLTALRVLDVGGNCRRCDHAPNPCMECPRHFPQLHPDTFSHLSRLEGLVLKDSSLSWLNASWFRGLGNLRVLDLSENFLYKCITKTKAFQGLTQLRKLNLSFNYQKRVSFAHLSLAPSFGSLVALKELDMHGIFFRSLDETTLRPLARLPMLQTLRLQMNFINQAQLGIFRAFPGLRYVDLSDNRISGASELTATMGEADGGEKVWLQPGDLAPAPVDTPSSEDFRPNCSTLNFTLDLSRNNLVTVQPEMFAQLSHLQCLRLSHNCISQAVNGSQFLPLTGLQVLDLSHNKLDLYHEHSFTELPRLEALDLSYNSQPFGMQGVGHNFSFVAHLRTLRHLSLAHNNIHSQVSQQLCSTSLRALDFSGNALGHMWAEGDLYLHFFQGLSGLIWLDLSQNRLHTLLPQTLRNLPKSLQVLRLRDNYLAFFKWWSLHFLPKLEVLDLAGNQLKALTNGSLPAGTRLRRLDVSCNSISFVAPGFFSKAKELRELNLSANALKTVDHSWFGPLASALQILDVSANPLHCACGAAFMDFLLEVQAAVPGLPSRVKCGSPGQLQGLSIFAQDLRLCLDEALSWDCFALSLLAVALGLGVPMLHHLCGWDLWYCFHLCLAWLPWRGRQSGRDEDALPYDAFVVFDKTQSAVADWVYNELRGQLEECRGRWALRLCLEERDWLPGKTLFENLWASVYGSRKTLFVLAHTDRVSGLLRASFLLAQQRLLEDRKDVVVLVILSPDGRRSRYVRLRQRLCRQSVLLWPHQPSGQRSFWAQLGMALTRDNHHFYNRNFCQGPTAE
MC4R antag cAMP: human MC4R antagonism in cAMP assay | P32245 | MC4R-expressing cells, MTII-stimulated cAMP, LANCE TR-FRET | inhibition, % at 6.5 µM | hit rate 0.48% among 360,000;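 active = inhibition above its plate's cutoff, the mean of tested wells on that plate plus 3 SD, cut at about 29% in these data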;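 note: 0% = Melanotan II alone and 100% = Melanotan II plus saturating MCL0020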
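system = U2OS cells with stable human MC4R expression | also added = Melanotan II challenge after compound preincubation | dosing = one concentration, 6.5 µM nominal | incubation = compound 30 min, challenge 1 h, detection 1 h | measured by = TR-FRET with Eu-cAMP and labeled anti-cAMP, 671 nm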
MC4R ag barr: human MC4R agonism via beta-arrestin | P32245 | U2OS MC4R beta-arrestin complementation, luminescence; percent of melanotan II response, DMSO zero | activation, % at 8.9 µM | hit rate 0.98% among 360,000 | AID 540308;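 active = activation above a per-plate cutoff, the mean activation of sample wells on that plate plus 3 SD, cut at about 8% in these data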
aDG glyco up: alpha-DG glycosylation activation. activation, % at 10 µM. Pro5-aDG cells, alpha-DG glycosylation AlphaScreen (IIH6); 0% Pro5, 100% B10-LARGE cell signal. hit rate 0.22% among 360,000. AID 624168;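 active = activation of at least 8% versus controls, or a plate z-score of at least 8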;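 note: Pro5 are CHO cells carrying HIG-tagged alpha-DG that lacks glycosylation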
ABCB6 inh MLPCN: human ABCB6 transporter inhibition | K562-ABCB6 porphyrin accumulation, flow cytometry, 1 h; hits give low values | Q9NP58 | hit rate 0.19% among 360,000 | fluorescence ratio to DMSO, % at 10 µM;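 active = fluorescence ratio to DMSO below 75%, the collection mean minus 3 SD; inconclusive = too few cells collected in the well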;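 note: signal is porphyrin accumulated inside mitochondria; 100% equals median channel fluorescence of DMSO control wells; lower ratio means ABCB6 inhibition with less porphyrin fluorescence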
Exocytosis inh: lytic granule exocytosis inhibition. TALL-104 LAMP-1 surface exposure, flow cytometry; cells stimulated with thapsigargin and PMA. inhibition, % at 10 µM. hit rate 0.66% among 360,000;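 active = inhibition above about 55%, limit read from the data; inconclusive = no clear call, values can overlap the other calls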
N-glyco inh: N-linked glycosylation inhibition; hit rate 0.23% among 360,000; D54 ERlucT glycosylation luciferase reporter, 24 h; percent of 100 nM tunicamycin response; reporter increase, % at 12.5 µM;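 active = mean luciferase reporter signal, scaled so untreated is 0 and the glycosylation-blocking control 100, at or above a set limit in every replicate; inconclusive = mean reaches the limit but not every replicate does; inactive = mean below the limit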;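 note: luciferase carries N-glycosylation sites so blocking glycosylation raises the light; 0% = median of neutral control wells and 100% = median of 100 nM tunicamycin wells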
NOD2-RIPK2 inh: NOD2-RIPK2 protein interaction inhibition | O43353 | CHO BLA complementation NOD2-RIPK2, CCF4 ratio | inhibition, % at 4.98 µM | hit rate 0.38% among 360,000 | AID 624267; in the data active = inhibition above about 21%;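 note: 0% = vehicle only and 100% = reference blocker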
ABHD5 PLIN5 PPI: ABHD5-PLIN5 protein interaction inhibition; inhibition, % at 4 µM; AID 602281; hit rate 0.78% among 360,000; Split G. princeps luciferase complementation, luminescence, 4 h;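 active = inhibition above the mean inhibition across every tested compound plus 3 SD, cut at about 22% in these data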;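 note: 0% = DMSO only wells and the 100% control is not disclosed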
Active calls of the source: *. These rows are one share of the data; rates above refer to the full screens.

Screening CCCCn1c(=N)c(S(=O)(=O)c2ccc(Br)cc2)cc2c(=O)n3cccc(C)c3nc21 returned Vif imaging 6.0, TLR9-MyD88 inh 0.5, MC4R antag cAMP 9.8, MC4R ag barr -0.5, aDG glyco up -0.1, ABCB6 inh MLPCN 105.0, Exocytosis inh 7.7, N-glyco inh 2.8, NOD2-RIPK2 inh -1.7 and ABHD5 PLIN5 PPI 0.8.
For CCOc1ccc(Nc2cc(C)nc3c(C)cccc23)cc1 the results were Vif imaging -2.5, TLR9-MyD88 inh -7.4, MC4R antag cAMP 9.0, MC4R ag barr -0.8, aDG glyco up 0.1, ABCB6 inh MLPCN 95.0, Exocytosis inh 20.8, N-glyco inh 0.3, NOD2-RIPK2 inh -2.5 and ABHD5 PLIN5 PPI 3.0.
`Cc1nc(Cl)c2c(n1)NC1=C(O2)C(=O)CCC1` gave Vif imaging -1.7, TLR9-MyD88 inh 19.6, MC4R antag cAMP 1.8, MC4R ag barr -0.8, aDG glyco up -0.4, ABCB6 inh MLPCN 92.0, Exocytosis inh -1.2, N-glyco inh -0.8, NOD2-RIPK2 inh 18.3 and ABHD5 PLIN5 PPI -0.6.
Screening CC(C(=O)NC1CCCC1)n1c(-c2ccccn2)nc2ccccc21 (configuration not stated) returned aDG glyco up 0.5, Exocytosis inh -1.0, NOD2-RIPK2 inh -24.5 and ABHD5 PLIN5 PPI 1.9.
For COCCNC(=S)Nc1ccc2nc(N3CCCC3)cc(C)c2c1 the results were Vif imaging -9.0, TLR9-MyD88 inh 1.9, MC4R antag cAMP 0.7, MC4R ag barr -0.6, aDG glyco up 0.5, ABCB6 inh MLPCN 100.0, Exocytosis inh 10.1, N-glyco inh 0.9, NOD2-RIPK2 inh -13.6 and ABHD5 PLIN5 PPI 11.7.
For COc1ccc(CNc2ccc(Cl)cc2)cc1Cn1ccnc1 the results were Vif imaging -1.4, TLR9-MyD88 inh 7.5, MC4R antag cAMP -9.1, MC4R ag barr 0.0, aDG glyco up 0.2, ABCB6 inh MLPCN 96.0, Exocytosis inh 45.1, N-glyco inh -2.5, NOD2-RIPK2 inh 2.3 and ABHD5 PLIN5 PPI 6.3.
`COC1=CC(=O)OC(c2cccc(OC)c2)C1` (configuration not stated) gave aDG glyco up 0.1, Exocytosis inh -5.8, NOD2-RIPK2 inh -10.3 and ABHD5 PLIN5 PPI 2.9.
For CS(=O)(=O)c1ccc(Cl)c(NC(=O)Cc2ccccc2F)c1 the results were Vif imaging 26.6, TLR9-MyD88 inh 10.0, MC4R antag cAMP 10.1, MC4R ag barr -1.3, aDG glyco up 0.5, ABCB6 inh MLPCN 103.0, Exocytosis inh 3.8, N-glyco inh 0.0, NOD2-RIPK2 inh 5.4 and ABHD5 PLIN5 PPI -3.0.
CC(=O)Oc1cccc(C(=O)Nc2c[nH]c(=O)[nH]c2=O)c1 was read as Vif imaging -4.3, MC4R antag cAMP -3.8, MC4R ag barr 0.2, aDG glyco up 0.4, ABCB6 inh MLPCN 99.0, Exocytosis inh 0.6, N-glyco inh 2.2, NOD2-RIPK2 inh -2.2 and ABHD5 PLIN5 PPI -1.6.
C=CCn1c(C)nnc1SCC(=O)N1CCN(S(=O)(=O)c2ccccc2)CC1 was read as Vif imaging 4.0, TLR9-MyD88 inh 3.5, MC4R antag cAMP 7.1, MC4R ag barr -1.1, aDG glyco up -0.2, ABCB6 inh MLPCN 102.0, Exocytosis inh -3.3, N-glyco inh 0.1, NOD2-RIPK2 inh -0.1 and ABHD5 PLIN5 PPI 0.2.
Cc1nc2c(-c3ccc(F)cc3)c(C)nn2c(C)c1CCC(=O)N1CCOCC1 was read as TLR9-MyD88 inh 0.1, MC4R antag cAMP -1.2, MC4R ag barr -0.6, aDG glyco up 0.0, ABCB6 inh MLPCN 103.0, Exocytosis inh 3.6, N-glyco inh 0.6, NOD2-RIPK2 inh -14.4 and ABHD5 PLIN5 PPI -3.5.
For O=c1ccc(/C=C/c2ccccc2)nn1Cc1ccccc1 the results were Vif imaging 5.9, TLR9-MyD88 inh -4.6, MC4R antag cAMP 2.6, MC4R ag barr 2.6, aDG glyco up 1.4, ABCB6 inh MLPCN 98.0, Exocytosis inh -1.8, N-glyco inh 1.1, NOD2-RIPK2 inh -5.3 and ABHD5 PLIN5 PPI -6.9.
`Cn1c(=O)oc2cc(S(=O)(=O)N3CCC(C(=O)NCC4COc5ccccc5O4)CC3)ccc21` (configuration not stated) gave TLR9-MyD88 inh 9.7, MC4R antag cAMP -1.6, MC4R ag barr -0.1, aDG glyco up -0.1, ABCB6 inh MLPCN 99.0, Exocytosis inh 5.1, N-glyco inh -3.0, NOD2-RIPK2 inh -15.0 and ABHD5 PLIN5 PPI -6.4.
CN(C(=O)c1ccccc1Cl)c1ccccc1 was read as Vif imaging -14.0, TLR9-MyD88 inh 2.9, MC4R antag cAMP 4.9, MC4R ag barr -1.1, aDG glyco up -0.2, ABCB6 inh MLPCN 103.0, Exocytosis inh -2.5, N-glyco inh 1.6, NOD2-RIPK2 inh 1.7 and ABHD5 PLIN5 PPI -0.5.
For COc1ccc(C2CC(c3cccs3)=NN2C(=O)c2ccccc2)cc1OC (configuration not stated) the results were Vif imaging -3.9, TLR9-MyD88 inh 2.7, MC4R antag cAMP -0.7, MC4R ag barr -0.3, aDG glyco up 0.2, ABCB6 inh MLPCN 92.0, Exocytosis inh -10.5, N-glyco inh -2.5, NOD2-RIPK2 inh 5.1 and ABHD5 PLIN5 PPI 0.8.
Cc1cc(=O)[nH]c(SCC(=O)NCC2CCCO2)n1 (configuration not stated) was read as Vif imaging 5.6, TLR9-MyD88 inh 1.3, MC4R antag cAMP 20.8, MC4R ag barr 2.0, aDG glyco up 0.0, ABCB6 inh MLPCN 95.0, Exocytosis inh -4.0, N-glyco inh 0.3, NOD2-RIPK2 inh 0.1 and ABHD5 PLIN5 PPI 5.7.
For COC(=O)c1ccc(-c2ccc([C@H]3[C@H]4C=CC[C@@H](C)[C@@H]4C(=O)N3Cc3ccccc3)c(F)c2)cc1 the results were Vif imaging 1.1, TLR9-MyD88 inh -6.4, MC4R antag cAMP -0.3, MC4R ag barr 0.1, aDG glyco up 0.1, ABCB6 inh MLPCN 99.0, Exocytosis inh -9.2, N-glyco inh 7.0, NOD2-RIPK2 inh -6.8 and ABHD5 PLIN5 PPI -0.4.
For CC(=N)c1c(O)cc(C)oc1=O the results were Vif imaging -5.7, TLR9-MyD88 inh 9.9, MC4R antag cAMP 2.0, MC4R ag barr -1.2, aDG glyco up -0.3, ABCB6 inh MLPCN 94.0, Exocytosis inh 4.6, N-glyco inh 1.4, NOD2-RIPK2 inh 5.0 and ABHD5 PLIN5 PPI -0.1.
`CCN(CC(=O)Nc1ccc(NC(C)=O)cc1)C(=O)c1ccccc1SCC(=O)N1CCCC1` gave Vif imaging -3.2, TLR9-MyD88 inh 7.1, MC4R antag cAMP 10.2, MC4R ag barr -0.7, aDG glyco up -0.1, ABCB6 inh MLPCN 91.0, Exocytosis inh -2.3, N-glyco inh 1.8, NOD2-RIPK2 inh 1.7 and ABHD5 PLIN5 PPI -5.7.
Screening Cc1cccnc1NC(=O)c1ccc2c(c1)NC(=O)C(C)S2 (configuration not stated) returned Vif imaging -6.1, TLR9-MyD88 inh 0.2, MC4R antag cAMP 0.2, MC4R ag barr -3.3, aDG glyco up -0.4, ABCB6 inh MLPCN 101.0, Exocytosis inh 13.0, N-glyco inh 4.4, NOD2-RIPK2 inh 5.0 and ABHD5 PLIN5 PPI -10.4.
Cn1nnnc1SCc1ccc(CSc2nnnn2C)cc1 was read as Vif imaging -0.5, TLR9-MyD88 inh 3.7, MC4R antag cAMP -2.5, MC4R ag barr -3.0, aDG glyco up 0.0, ABCB6 inh MLPCN 99.0, Exocytosis inh -3.3, N-glyco inh 1.5, NOD2-RIPK2 inh 4.9 and ABHD5 PLIN5 PPI 1.2.
`Cc1ccc2c(c1)c1c3n2CCN(CCC#N)C3CCC1` (configuration not stated) gave TLR9-MyD88 inh 0.3, MC4R antag cAMP -6.1, MC4R ag barr 0.6, aDG glyco up 0.0, ABCB6 inh MLPCN 96.0, Exocytosis inh -2.1, N-glyco inh 1.0, NOD2-RIPK2 inh -1.5 and ABHD5 PLIN5 PPI 3.0.
`CCCCc1c(-c2ccccc2Br)ncn1CCc1ccccc1OC` gave aDG glyco up 0.2, ABCB6 inh MLPCN 125.0, Exocytosis inh 52.4, NOD2-RIPK2 inh -6.2 and ABHD5 PLIN5 PPI 2.3.
For O=C1/C(=C/C=C/c2ccco2)SC(=S)N1NS(=O)(=O)c1ccccc1 the results were Vif imaging 2.2, TLR9-MyD88 inh -3.0, MC4R antag cAMP 18.4, MC4R ag barr -0.3, aDG glyco up 0.3, ABCB6 inh MLPCN 100.0, Exocytosis inh -5.4, N-glyco inh 0.1, NOD2-RIPK2 inh -7.7 and ABHD5 PLIN5 PPI 6.7.
`CCOc1ccc2ccccc2c1CNc1nnnn1CC` gave TLR9-MyD88 inh -6.3, MC4R antag cAMP 4.3, MC4R ag barr -1.2, aDG glyco up 0.1, ABCB6 inh MLPCN 100.0, Exocytosis inh -3.9, N-glyco inh -0.2, NOD2-RIPK2 inh -4.0 and ABHD5 PLIN5 PPI -8.7.
`CCN(CC(=O)N1CCCC1)S(=O)(=O)c1cc(C)ccc1OC` gave Vif imaging inconclusive, TLR9-MyD88 inh 3.8, MC4R antag cAMP -2.7, MC4R ag barr -0.1, aDG glyco up -0.1, ABCB6 inh MLPCN 99.0, Exocytosis inh 2.3, N-glyco inh 0.6, NOD2-RIPK2 inh -16.7 and ABHD5 PLIN5 PPI -5.2.
Screening CN(C)CCCNc1ccc(-c2n[nH]c(=O)c3ccccc23)cc1[N+](=O)[O-] returned Vif imaging 8.4, TLR9-MyD88 inh 4.7, MC4R antag cAMP -13.7, MC4R ag barr -2.6, aDG glyco up 0.1, ABCB6 inh MLPCN 95.0, Exocytosis inh 11.5, N-glyco inh -6.7, NOD2-RIPK2 inh 9.2 and ABHD5 PLIN5 PPI 4.3.
Screening Cc1nc(-c2cccc(S(=O)(=O)N3CC(C)OC(C)C3)c2)cs1 (configuration not stated) returned Vif imaging -2.0, TLR9-MyD88 inh 6.0, MC4R antag cAMP 6.8, MC4R ag barr -1.3, aDG glyco up 0.2, ABCB6 inh MLPCN 97.0, Exocytosis inh -1.8, N-glyco inh -1.6, NOD2-RIPK2 inh -1.1 and ABHD5 PLIN5 PPI -1.4.
`CCOc1ccccc1NC(=O)CCS(=O)(=O)c1ccc2c(c1)CC(C)N2C(C)=O` (configuration not stated) gave Vif imaging 5.7, TLR9-MyD88 inh 8.4, MC4R antag cAMP -2.3, MC4R ag barr -2.8, aDG glyco up 1.2, ABCB6 inh MLPCN 99.0, Exocytosis inh 1.0, N-glyco inh 0.9, NOD2-RIPK2 inh -11.9 and ABHD5 PLIN5 PPI -7.8.
For CCc1cccc2c(C(=O)CN3C(=O)NC4(CCCCC4)C3=O)c[nH]c12 the results were Vif imaging 7.4, TLR9-MyD88 inh 1.6, MC4R antag cAMP 5.6, MC4R ag barr -1.9, aDG glyco up 0.2, ABCB6 inh MLPCN 95.0, Exocytosis inh 7.9, N-glyco inh 18.6, NOD2-RIPK2 inh 7.5 and ABHD5 PLIN5 PPI -6.8.
